Source: PubChem (several laboratories)
eIF4E 4G PPI: eIF4E–eIF4G protein interaction inhibitors, primary screen, biochemical, uHTS, TR-FRET, eIF4GI fragment. Eukaryotic translation initiation factor 4E (Mus musculus) + Eukaryotic translation …. TR-FRET eIF4E-eIF4GI(517-606) binding, 2 h. inhibition, % at 21.7 µM. 0.37% of 220,000 active. AID 782, 2007;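 active means inhibition above about 30%, limit read from the data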;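 further: 0% = full FRET control wells and 100% = background wells lacking eIF4GI fragment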
Rad51 HR inh: human RAD51 strand exchange inhibitors, primary screen, biochemical, fluorescence; DNA repair protein RAD51 homolog 1 (Homo sapiens), Q06609; hRad51 DNA strand exchange, fluorescence dequenching; inhibition, % at 10 µM; 0.085% of 200,000 active; AID 1385, 2008;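 active means inhibition above 40% at the single screening dose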;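 further: 0% = DMSO control wells and 100% = blanks with heterologous ssDNA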
Target sequence (Q06609 whole entry, looked up): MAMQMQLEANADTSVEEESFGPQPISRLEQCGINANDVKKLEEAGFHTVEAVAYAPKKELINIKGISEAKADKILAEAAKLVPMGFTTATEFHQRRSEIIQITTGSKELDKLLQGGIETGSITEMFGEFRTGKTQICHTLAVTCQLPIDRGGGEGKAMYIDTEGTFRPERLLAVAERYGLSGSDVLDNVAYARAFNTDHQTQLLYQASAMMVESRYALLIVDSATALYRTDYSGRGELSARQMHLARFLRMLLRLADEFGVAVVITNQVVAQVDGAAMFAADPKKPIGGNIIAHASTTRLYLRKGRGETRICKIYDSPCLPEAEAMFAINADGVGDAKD
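Material: human Rad51–ssDNA filaments; Probe or stimulus: labelled 47-mer dsDNA for strand exchange; Doses: single 10 µM dose; Incubation: 37 °C 15-min filament assembly, 30-min compound preincubation, 15-min exchange; Technique: FRET fluorescence dequenching, excitation 485 nm, emission 520 nm; Measure: Fluorescence-based percent inhibition, control- and blank-normalised; Benchmarks: plate control and blank wells.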
L929 necroptosis: inhibitors of zVAD-triggered necroptosis, primary screen, L929 cells; L929 zVAD necroptosis rescue, ATP luminescence, 24 h; with zVAD 60 µM; viability rescue, % at 10 µM; 0.38% of 220,000 active;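 active means activation, scaled between plate controls, above about 75%, limit read from the data; inactive means activation under that limit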;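 further: 0% = zVAD with DMSO and 100% = DMSO alone without zVAD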
Calpain2 inh: inhibitors of pig calpain II, primary screen, biochemical, fluorogenic peptide substrate, 1536-well; purified calpain II, 30 min; inhibition, % at 16 µM; 0.37% of 220,000 active; AID 1236, 2008;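 active means inhibition above about 50%, limit read from the data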
Hck-Nef inh: inhibitors of Nef-activated human Hck kinase, primary screen, biochemical, Z-Lyte FRET, 384-well, Hck-YEEI; Recombinant Hck-YEEI plus Nef, Z-Lyte FRET kinase assay; inhibition, % at 20 µM; 0.68% of 220,000 active; AID 463187, 2010;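 active means Hck-Nef kinase inhibition above about 50%, limit read from the data; inactive means inhibition below that limit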;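 further: 0% = DMSO with Hck plus Nef and 100% = Hck alone without Nef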
PGE2 EP2 inh: human EP2 receptor antagonists, primary screen, TR-FRET cAMP, C6 glioma cells | C6 glioma cells expressing human EP2; cells stimulated with saturating PGE2 | AID 1422, 2008 | 0.52% of 260,000 active | inhibition, % at 25 µM;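 active means percent inhibition above 40 after rounding to a whole number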;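 further: rat C6 glioma host cells with rolipram phosphodiesterase inhibitor present; the protocol text gives 20 µM as final concentration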
Target sequence (P43116 whole entry, looked up): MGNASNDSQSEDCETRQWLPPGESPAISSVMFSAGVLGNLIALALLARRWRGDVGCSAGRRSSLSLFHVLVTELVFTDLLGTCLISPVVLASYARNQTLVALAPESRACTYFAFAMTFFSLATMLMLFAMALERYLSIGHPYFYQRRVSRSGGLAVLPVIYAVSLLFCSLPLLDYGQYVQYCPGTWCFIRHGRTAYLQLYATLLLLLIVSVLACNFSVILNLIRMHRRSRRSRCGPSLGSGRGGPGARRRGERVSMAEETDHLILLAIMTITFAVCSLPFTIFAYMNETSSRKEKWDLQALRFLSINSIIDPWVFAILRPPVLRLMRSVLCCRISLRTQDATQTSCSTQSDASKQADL
EP2 mod: EP2 receptor modulators, cAMP readout, primary screen, cell-based, HTRF cAMP, PGE2 stimulation. AID 940, 2007. EP2-expressing cells, cAMP HTRF FRET, PGE2 co-stimulation. induction, % at 25 µM. 0.83% of 260,000 active. Prostaglandin E2 receptor EP2 subtype (Homo sapiens), P43116;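 active means compounds whose cAMP rise, as percent of the full-agonist control response, exceeds 60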;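 further: rat C6 glioma line stably carrying human EP2 under a CMV promoter; the protocol text gives 20 µM as final concentration; 100% = response of wells given 1 µM PGE2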
TbHK1 inh: Trypanosoma brucei hexokinase 1 inhibitors, primary screen, biochemical, G6PDH-coupled NADH absorbance, MLSCN library; recombinant TbHK1, G6PDH-coupled NADH A340; inhibition, % at 10 µM; 0.11% of 220,000 active;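 active means inhibition of 50% or more in the single-dose primary screen; inactive means inhibition below 50%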
14-3-3 Bad inh: inhibitors of 14-3-3 zeta/Bad binding, primary screen, biochemical, TR-FRET, bovine 14-3-3 zeta. 0.71% of 220,000 active. 14-3-3 protein zeta/delta (Bos taurus), P63103. AID 781, 2007. TR-FRET 14-3-3zeta/Dy647-pBad peptide displacement, 1 h. inhibition, % at 21.7 µM;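 active means inhibition above about 70%, limit read from the data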;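 further: 0% = full 14-3-3 plus peptide FRET controls and 100% = background without 14-3-3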
Target sequence (P63103 whole entry, looked up): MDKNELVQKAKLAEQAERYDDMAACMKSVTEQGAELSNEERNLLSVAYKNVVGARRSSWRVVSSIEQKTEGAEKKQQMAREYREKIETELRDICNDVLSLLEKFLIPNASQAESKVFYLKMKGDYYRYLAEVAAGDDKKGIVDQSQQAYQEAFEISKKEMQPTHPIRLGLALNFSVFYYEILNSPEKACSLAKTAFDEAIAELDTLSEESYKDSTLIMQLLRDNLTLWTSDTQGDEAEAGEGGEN
Starred values were filed as active, the others as inactive; i = inactive; / = not tested or not shown; & = joins results of further samples; [ ] = remark or other dose. This is a subset; the hit share may differ from the screen's.

Every second line gives: Calpain2 inh	EP2 mod	TbHK1 inh	L929 necroptosis	PGE2 EP2 inh	Hck-Nef inh	Rad51 HR inh	14-3-3 Bad inh	eIF4E 4G PPI
#1 CCCCn1c(N)c(N(CCOC)C(=O)CN2CC=C(c3ccccc3)CC2)c(=O)[nH]c1=O
    -13	-5	0	1.4	3	-5	-7	-5	1
#2 O=C(c1ccco1)c1cn(Cc2ccccc2)c2ccccc12
    14	28	-28	0.0	2	0	1	7[fluorescence artefact?]	4[fluorescence artefact?]
#3 Cc1ccc(-n2c(O)c(C=Nc3ccccc3N)c(=O)[nH]c2=O)cc1C
    -29	3	-25	8.9	8	1	-3	-7	-6
#4 O=C(COc1ccccc1)N1CCN(C2CC3CCC2C3)CC1 (stereo not drawn)
    -14	12	3	-0.1	14	6	-6	-4	-3
#5 COc1ccc(-n2c(=O)[nH]c3ccccc3c2=O)cc1
    -4	24	3	0.4	17	-1	5	-6[fluorescence artefact?]	2
#6 O=C1NC(=O)C2=Cc3ccc(O)cc3OC2(O)N1 (stereo not drawn)
    -30	24	-18	-0.3	4	19	-324	-6	4
#7 O=c1[nH]c(=S)n(CCC2=CCCCC2)c(O)c1/C=N/N1CCOCC1
    -8	31	-22	0.1	12	21	/	-7	-2
#8 Cc1cc(Cl)ccc1C(=O)C1CCCN(Cc2ccon2)C1 (stereo not drawn)
    22	-47	-1	0.3	5	-3	-17	-5	2
#9 C/C(=N\Nc1ccccc1)c1c(O)n(-c2ccccc2)c(=O)[nH]c1=O
    10	-30	-4	-0.9	7	9	14	2	6
#10 O=C(Nc1ccc(F)cc1F)c1cccn(Cc2ccccc2)c1=O
    10	-37	-5	0.9	3	-6	6	1	2
#11 Cc1nc2ccccc2c(=O)n1-c1ccccc1C(F)(F)F
    10	24	-1	-0.2	12	0	1	-12	-16
#12 CC(=O)c1c(C)n(Cc2ccccc2Cl)c2ccc(O)cc12
    -4	-27	-2	-0.6	3	19	0	-3	1
#13 Cn1c(O)c(N=Nc2cccc(S(=O)(=O)N3CCOCC3)c2)c(=O)n(C)c1=O
    -2	34	-15	0.0	2	-3	1	-14	-2
#14 Cc1cc(N2CCOCC2)ccc1/C=C1\C(=O)NC(=O)N(c2ccccc2)C1=O
    -20	-59	-28	0.5	2	30	7	-1	6
#15 O=C1NC(=O)N(c2ccccc2)C(=O)/C1=C/c1ccoc1
    3	-61	-8	-0.1	6	18	-13	-2	-2
#16 COc1c(O)ccc2c1-c1c3c(cc4c1C(C2)N(C)CC4)OCO3 (stereo not drawn)
    -7	-1	-1	0.3	17	-1	-3	-2	6
#17 Clc1ccc(COC(Cn2ccnc2)c2ccc(Cl)cc2Cl)cc1 (stereo not drawn)
    39	2&-30	16	-0.1	8&14	-2	-2	-7	-1
#18 O=C(O)Cn1cc(/C=C2\C(=O)NC(=O)N(Cc3ccco3)C2=O)c2ccccc21
    -26	17	7	2.1	4	74*	-2	3	3
#19 O=P1(Oc2ccccc2)OCCCS1 (stereo not drawn)
    -1	-24	4	-0.6	4	21	7	-7	-4
#20 COc1ccc(C(=O)C2CCCN(C3CSCCSC3)C2)c(OC)c1 (stereo not drawn)
    -11	-24	-10	-0.7	1	11	10	-5	2
#21 CN(C)c1ccc(CN2CC=C(c3ccc(F)cc3)CC2)cc1
    26	-40	8	1.1	5	1	8	73*	10
#22 CCN(CC)CCCC(C)N=C(c1ccccc1)c1c(O)n(C)c(=O)n(C)c1=O (stereo not drawn)
    5	2	1	-0.6	6	1	11	-8	1
#23 CCCCC1(CN2CCCC2=O)C(=O)NC(=O)NC1=O
    -14	45	-7	0.0	11	1	-1	-2	0
#24 CCOC(=O)CSCCOc1ccc(C=C2C(=O)NC(=O)NC2=O)cc1OC
    -11	-15	-4	1.0	8	18	3	-9	4
#25 CC(=NCCN1CCCCC1)c1c(O)n(-c2ccccc2)c(=O)[nH]c1=O
    -21	6	-6	-0.2	5	21	/	-3	3
#26 COc1ccc(C(=O)c2nc3ccccc3n2C(C)C)cc1
    18	16	-6	-1.0	4	13	-11	-32	0
#27 Cc1ccnc(-n2c(-c3ccccc3)nc3ccccc3c2=O)c1
    -6	5	-6	-0.4	6	0	1	6	-5
#28 O=C1NC(=O)N(c2ccc(Br)cc2)C(=O)/C1=C/c1ccsc1
    -3	-27	-1	-0.5	6	31	-16	-4	-1
#29 Cc1ccccc1CN1CCN(C(=O)Cc2ccccc2)CC1
    14	14	-2	-0.4	10	23	5	64	4
#30 COc1ccc(C(=O)C2CN(C)CC2c2ccc(Cl)cc2)cc1 (stereo not drawn)
    1	-57	0	0.0	8	5	2	-7	0
#31 COc1ccc(-n2c(O)c(/C=C/C=Nc3ccccc3)c(=O)[nH]c2=O)cc1
    -11	-25	6	0.8	7	0	i	-14	1[fluorescence artefact?]
#32 c1ccc(C2CC3CC4(CCCC4)N2O3)cc1 (stereo not drawn)
    5	-7	6	30	6	-1	6	-3	0
#33 Cc1nn(C2CCOC(C)(C)C2)c2c1C(c1ccc3c(c1)OCO3)SCC(=O)N2 (stereo not drawn)
    13	2	21	1.1	0	1	0	-9	3
#34 O=C(CCc1nc(-c2ccccc2F)no1)N1CCC2(CC1)OCCO2
    -3	15	2	0.5	10	-22	11	1	2[fluorescence artefact?]
#35 Cc1cccc(N2C(=O)NC(=O)/C(=C\c3ccc4c(c3)CCCN4Cc3ccccc3)C2=O)c1
    -34	-28	10	0.0	9	8	i	8	4
#36 CC(=NCCCO)c1c(O)[nH]c(=O)[nH]c1=O
    0	13	5	0.1	11	9	-13	-1	6
#37 O=C(COc1ccc(Br)cc1)N1CCN(C2CCCC2)CC1
    -7	-7	0	-0.4	10	-1	10	3	-2
#38 C=CCOC(=O)C1=C(C)OC(N)=C(C(=O)OCC)C12C(=O)N(CC(N)=O)c1ccccc12 (stereo not drawn)
    -21	-6	-11	1.0	3	0	-3	-8	-6
#39 O=C(Nc1c(F)cc(F)cc1F)c1cccn(Cc2ccccc2)c1=O
    -9	-15	-14	2.1	0	8	7	-2	-2
#40 Cc1cc(OCC(=O)OC(C)C)c2c3c(c(=O)oc2c1)CCCC3
    -55	66*	-3	1.5	2	2	13	7	-9

Profiles, quoted from the list.
C=CCOC(=O)C1=C(C)OC(N)=C(C(=O)OCC)C12C(=O)N(CC(N)=O)c1ccccc12 (stereo not drawn) is listed as Calpain2 inh: -21; EP2 mod: -6; TbHK1 inh: -11; L929 necroptosis: 1.0; PGE2 EP2 inh: 3; Hck-Nef inh: 0; Rad51 HR inh: -3; 14-3-3 Bad inh: -8; eIF4E 4G PPI: -6
CCOC(=O)CSCCOc1ccc(C=C2C(=O)NC(=O)NC2=O)cc1OC is listed as Calpain2 inh: -11; EP2 mod: -15; TbHK1 inh: -4; L929 necroptosis: 1.0; PGE2 EP2 inh: 8; Hck-Nef inh: 18; Rad51 HR inh: 3; 14-3-3 Bad inh: -9; eIF4E 4G PPI: 4

(continued)
Every second line gives: Calpain2 inh	EP2 mod	TbHK1 inh	L929 necroptosis	PGE2 EP2 inh	Hck-Nef inh	Rad51 HR inh	14-3-3 Bad inh	eIF4E 4G PPI
#41 COc1cccc(CCNCc2ccc(SC)cc2)c1
    13	4	-2	-0.1	6	1	2	10	-1
#42 CN(C)CC1CSCCC1(O)c1ccc(C(F)(F)F)cc1 (stereo not drawn)
    -2	6	8	0.0	11	3	/	-10	6
#43 Cc1cccc(N2C(=O)NC(=O)/C(=C/c3ccc(N4CCOCC4)cc3)C2=O)c1
    -19	-32	-28	3.2	37	-21	-3	2	1
#44 CCCCn1c(O)c(C(CC)=NCc2cc(OC)cc(OC)c2)c(=O)[nH]c1=O
    7	-15	-1	0.0	4	-1	-5	5[fluorescence artefact?]	-4[fluorescence artefact?]
#45 C=C1C(=O)O[C@H]2C[C@@H](C)[C@@H]3C=CC(=O)[C@@]3(C)C[C@H]12
    -23	-5	-6	67	/	30	/	-4	-4
#46 CCN(CC)C(=O)c1ccc(NC(=O)COc2ccc([N+](=O)[O-])cc2Cl)cc1
    9	-23	23	1.0	16	0	7	-16	-1
#47 OC(CCNCCc1c[nH]c2ccccc12)C(F)(F)Cl (stereo not drawn)
    26	-29	3	0.4	3	32	-3	-12	-2
#48 O=C(c1ccccc1F)c1cn(CC(=O)N2CCCCC2)c2ccccc12
    -11	3	-23	0.4	9	4	6	3	-1
#49 CCCC[N+]12CCC(CC1)C(=C(c1ccccc1)c1ccccc1)C2
    21	5	3	-0.3	7	1	-6	15	2
#50 CCOP(=S)(OCC)Oc1cc(C)oc(=O)c1Cl
    5	18	-1	-0.3	11	-17	-9	9	5
#51 Cc1ccc2c(c1)C1CN(C)CCC1N2C(=O)c1ccc(Br)o1 (stereo not drawn)
    -2	20	-21	0.3	19	3	0	-2	-3
#52 Nc1nonc1C(=O)N/N=C/c1ccc([N+](=O)[O-])o1
    -192	-42	-15	1.3	2	16	12	-1	-8
#53 O=c1[nH]c(=O)n(C2CCCCCC2)c(O)c1C=NCCCN1CCOCC1
    21	-1	-6	-0.2	13	3	4	-4	2
#54 CC(NCc1ccc(Cl)cc1Cl)C(O)c1ccccc1 (stereo not drawn)
    -8	31	1	0.4	6	1	3	44[fluorescence artefact?]	-1[fluorescence artefact?]
#55 Cc1ccc(Cn2c(C)c3cnn(CC(=O)N4CCC5(CC4)OCCO5)c(=O)c3c2C)cc1
    -5	26	-21	2.1	/	-3	/	62	-4
#56 O=C(c1ccc(N2CCCCCC2)c([N+](=O)[O-])c1)N1CCC2(CC1)OCCO2
    -13	-23	4	25	9	19	3	-3	-1
